Nrf2 block = Nrf2 qHTS screen for inhibitors; A549 ARE-Fluc reporter, luciferase luminescence, 18-24 h; 360,000 tested, 2.1% active; Potency, µM (titrated, usually from 46 µM), for the others: at the top dose activity change, negative = inhibition, hits mostly inhibitors; further: potency means the concentration at half of the fitted maximal effect; on the % scale 0 is the no-effect control and ±100 the full control effect; nearly all actives have a fitted effect of over 60% in size
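Two sequential reads on A549 ARE_Fluc cells exposed to compound for 18-24 h: a CellTiter-Fluor fluorescence read for viability, then a luciferase luminescence read for Nrf2/ARE activity.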
HepG2 tox = qHTS for Inhibitors of TGF-b: Cytotox Counterscreen | HepG2 CAGA-GFP viability, ATP luminescence, 18 h | Potency, µM (titrated, usually from 46.1 µM), for the others: top-dose activity change, negative = cytotoxicity, hits mostly cytotoxic | 410,000 tested, 0.76% active; further: potency means the concentration at half of the fitted maximal effect; some results filed as inactive show a strong effect at the top dose
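CellTiter-Glo luminescence gave cytotoxicity after 18 hours at 37 degrees C. The cells were HepG2 CAGA-GFP in 1% FBS DMEM, stimulated with 500 pg/mL TGF-beta after compound addition. %Activity was normalised to no-cell wells (complete cell-killing) and DMSO (no toxicity), and curves were fitted and classified.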
EPAC2 ag = qHTS for Agonist of cAMP-regulated guanine nucleotide exchange factor 4 (EPAC2): primary screen | EPAC2 activation, biochemical qHTS; response scale: 100% = 6.5 mM cAMP response | Rap guanine nucleotide exchange factor 4 (Homo sapiens), Q8WZA2 | Potency, µM (top dose mostly 154 µM), without a hit: top-dose activation, actives largely listed as activators | 360,000 tested, 0.079% active; further: potency means the concentration at half of the fitted maximal effect; nearly all actives have a fitted effect of over 50% in size
Target sequence (Q8WZA2 whole entry, looked up): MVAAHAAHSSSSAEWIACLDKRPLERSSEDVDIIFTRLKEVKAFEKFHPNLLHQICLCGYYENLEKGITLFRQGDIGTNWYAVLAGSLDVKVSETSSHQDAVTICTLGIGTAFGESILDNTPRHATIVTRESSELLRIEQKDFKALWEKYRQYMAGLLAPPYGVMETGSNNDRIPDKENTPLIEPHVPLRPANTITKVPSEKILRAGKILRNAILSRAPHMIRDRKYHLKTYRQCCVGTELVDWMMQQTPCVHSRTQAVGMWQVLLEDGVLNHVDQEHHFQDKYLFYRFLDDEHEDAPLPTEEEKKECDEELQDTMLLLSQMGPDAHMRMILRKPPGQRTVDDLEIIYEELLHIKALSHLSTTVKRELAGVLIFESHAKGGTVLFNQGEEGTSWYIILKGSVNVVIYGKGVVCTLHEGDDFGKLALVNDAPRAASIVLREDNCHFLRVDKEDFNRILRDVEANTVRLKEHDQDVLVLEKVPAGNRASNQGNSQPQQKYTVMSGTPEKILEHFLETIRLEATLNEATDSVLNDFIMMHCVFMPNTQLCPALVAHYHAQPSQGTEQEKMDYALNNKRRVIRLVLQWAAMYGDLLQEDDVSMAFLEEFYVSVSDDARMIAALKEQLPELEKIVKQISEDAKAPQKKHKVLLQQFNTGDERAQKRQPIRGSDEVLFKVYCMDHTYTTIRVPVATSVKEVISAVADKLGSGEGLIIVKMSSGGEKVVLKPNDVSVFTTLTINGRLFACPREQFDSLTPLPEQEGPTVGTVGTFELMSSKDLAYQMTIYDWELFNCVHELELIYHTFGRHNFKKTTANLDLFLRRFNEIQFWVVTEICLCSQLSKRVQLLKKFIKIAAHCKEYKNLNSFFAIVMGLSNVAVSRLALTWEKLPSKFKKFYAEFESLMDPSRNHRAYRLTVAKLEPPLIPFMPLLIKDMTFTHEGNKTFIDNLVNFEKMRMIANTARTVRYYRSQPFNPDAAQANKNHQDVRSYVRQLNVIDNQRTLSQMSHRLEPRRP
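Compounds were added across a concentration range to EPAC2 (100 nM), RAP1B-BODIPY-GDP (250 nM) and GDP (50 uM). After 5 min at room temperature, fluorescence was recorded at 5-min intervals for 30 min.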
A549 viability = Nrf2 qHTS screen for inhibitors: counterscreen for cytotoxicity; A549 ARE-Fluc cells, CellTiter-Fluor viability, 18-24 h; Potency, µM (highest dose often 46 µM), without a hit: at the highest dose activity change, negative = cytotoxicity, most hits filed as inhibitors; 390,000 tested, 0.16% active; AID 504648, 2011; further: potency means the concentration at half of the fitted maximal effect; on the % scale 0 is the no-effect control and ±100 the full control effect
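A549 ARE_Fluc cells in 5% FBS OPTI-MEM were exposed to compounds in concentration-response for 18-24 h at 37 deg C. Viability was read by CellTiter-Fluor fluorescence (Ex 405/Em 525) after 30 min, before the luciferase read.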
TGFb inhibitor = qHTS for Inhibitors of TGF-b; Potency, µM (highest dose often 46.1 µM), for inactives: at the top dose activity, negative = inhibition, hits mostly inhibitors; 410,000 tested, 1.2% active; AID 588855, 2011; HepG2 CAGA-GFP TGF-b/SMAD3 reporter, GFP fluorescence, 18 h; TGF-beta stimulated, 500 pg/mL final; further: potency means the concentration at half of the fitted maximal effect; on the % scale 0 is the no-effect control and ±100 the full control effect; nearly all actives have a fitted effect of over 65% in size
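HEPG2 CAGA-GFP reporter cells (1000/well, DMEM with 1% FBS) received compounds, then recombinant TGF-beta at 500 pg/mL final for 18 hours at 37 degrees C. Per-cell GFP summed per well was normalised to unstimulated and stimulated DMSO controls before curve fitting.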
IL2 activator = qHTS of IL-2 Activators; 360,000 tested, 0.065% active; IL-2 activation reporter assay, cell-based qHTS; stimulated with anti-CD3/CD4/CD28 beads; in transgenic mouse T cells; activation, % (series mostly up to about 46 µM); AID 652025, 2013; in the data active means activation above about 50%; inconclusive means mostly about 30% to 49%; further: 0% is about no effect
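Screening format: compound pinned onto unstimulated transgenic mouse T cells, 60 min incubation, then anti-CD3/anti-CD4/anti-CD28 bead stimulation for 18 hours at 37 degrees C, followed by EGFP and DsRed detection.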
ATXN2 expr inh = Primary qHTS for Inhibitors of ATXN expression; HEK-293 ATXN2-luciferase reporter, luminescence, 24 h; Potency, µM (titrated, usually from 57 µM), without a hit: at the top dose activity change, negative = inhibition, usual class: inhibitors; 360,000 tested, 0.72% active; further: potency means the concentration at half of the fitted maximal effect; on the % scale 0 is the no-effect control and ±100 the full control effect; nearly all actives have a fitted effect of over 55% in size
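ATXN2-luciferase reporter cells (luciferase flanked by upstream and downstream ATXN2 gene portions) were treated 24 h at 37 °C with compounds at up to 57 uM. SteadyGlo luminescence gave expression; GF-AFC fluorescence gave viability.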
S2 tox = Viability Counterscreen for Primary qHTS for Inhibitors of ATXN expression. S2 cells (HEK-293 line with an ATXN2-luciferase reporter) viability, CellTiter-Fluor protease fluorescence, 24 h. Potency, µM (highest dose often 56.7 µM), most hits filed as cytotoxic. 400,000 tested, 0.49% active. AID 651635, 2014; further: potency means the concentration at half of the fitted maximal effect; nearly all actives have a fitted effect of over 40% in size
Nrf2 activator = qHTS of Nrf2 Activators; AREc32 ARE-luciferase reporter (MCF7-derived line), luminescence, 24 h; Potency, µM (series often up to 46.1 µM), for inactives: top-dose activation, most hits filed as activators; 410,000 tested, 0.31% active; further: potency means the concentration at half of the fitted maximal effect; % of control where 0% means no effect; nearly all actives have a fitted effect of over 65% in size
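AREc32 cells carrying an ARE-driven firefly luciferase, 1000 cells/well in OPTI-MEM with 5% FBS, dosed after overnight attachment and incubated 24 hr at 37 deg C. Steady-Glo luminescence read after 30 min at RT.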
Starred values were filed as active, the others as inactive; i = inactive; ? = inconclusive; . = no result given; & = joins results of further samples; ! = not confirmed by another sample; [ ] = dose if it differs, or a comment. Unless noted, the call rests on the fitted dose curve; in most records, active means well fitted curve in the direction sought with a large enough effect; inconclusive means small, poorly fitted or top-dose-only effect, or another doubt; inactive means no such curve, though single readings can be large; an effect the other way counts as inactive or inconclusive.

[1] O=C(Cc1ccc(Br)cc1)Nc1ccc(S(=O)(=O)NCC2CCCO2)cc1 (stereo not drawn)
[2] Fc1cccc(Cc2c(-c3cccc(Cl)c3)nc3ccc(Br)cn23)c1
[3] O=C(NNC(=S)Nc1ccc(Br)cc1Cl)c1ccco1
[4] CCN(CC)c1ccc(S(=O)(=O)N2CCOCC2)cc1NS(C)(=O)=O
[5] COC(=O)c1sccc1-n1cccc1C(=O)NCc1ccccc1
[6] CCC(Oc1ccc2c(=O)c(-c3ccccc3OC)coc2c1)C(=O)OCc1ccccc1 (stereo not drawn)
[7] CCc1ccc(Cn2nnc(C(=O)Nc3cccc(C)c3)c2N)cc1
[8] CCSc1nc(C(F)(F)F)cc(=O)n1-c1ccccc1
[9] Cc1nc2ccccc2n1CC(=O)NCCN1CCCC1
[10] CCCC1=Nc2cc(C(=O)N3CCC(C(=O)OCC)CC3)ccc2Sc2ccccc21
Assay by compound,1,2,3,4,5,6,7,8,9,10
Nrf2 block,?,.,5%,-6%,-4%,-11%,-3%,0%,.,3%&-12%
HepG2 tox,1%,-35%,7%,5%,-2%,5%,-9%,-10%,-10%,-9%&-22%
EPAC2 ag,21%,-1%,0%,4%,6%,15%,5%,-4%,-3%,4%
A549 viability,5%,.,5%,0%,1%,0%,-9%,-5%,-7%,0%&-4%
TGFb inhibitor,-3%,14µM*,7%,0%,6%,?,-3%,11%,-19%,13µM*!
IL2 activator,0.5,0.8,0.6,1.0,0.1,4.7,-2.0,-0.1,-2.4,-4.2
ATXN2 expr inh,-4%[11.3 µM],6%,32%,-7%,-1%,-4%,-8%,-2%,2%,0%&-21%
S2 tox,i,?,i,?,i,i,i,i,i,i
Nrf2 activator,-0.3%,19%,3.5%,0.3%,0.2%,2.3%,-1.3%,0.0%,0.0%,1.6%&0.5%

[11] Cc1cccc(NC(=O)CSc2nnc(-c3ccco3)n2CC2CCCO2)n1 (stereo not drawn)
[12] O=C(Nc1nc2ccccc2[nH]1)c1ccccc1F
[13] CNC(=O)C1CCC(Cn2c(=O)c3sccc3n(CC(=O)Nc3cc(C)cc(C)c3)c2=O)CC1 (stereo not drawn)
[14] Cc1ccc(-c2csc3nnc(SCC(=O)NCc4ccco4)n23)cc1
[15] Cc1nc2ncnn2c(C)c1CCC(=O)NCc1ccco1
[16] O=C(Nc1ccc2c(c1)OCO2)N1CCCc2ccccc21
[17] O=C(NC1CC1)C1=C[C@H](c2ccc(Br)cc2)C[C@H](OCc2ccc(CO)cc2)O1
[18] Cc1cc(C(=O)Nn2cnc3ccccc3c2=O)ccc1[N+](=O)[O-]
[19] CC(=O)NC1C(=O)N(CCN2CCOCC2)c2ccc(Cl)cc21 (stereo not drawn)
[20] Brc1cnc2nc[nH]c2c1
Assay by compound,11,12,13,14,15,16,17,18,19,20
Nrf2 block,-5%,?,35%,-21%,6%,1%,7%,-8%,-1%,5%
HepG2 tox,10%,2.2µM*,-1%,-16%,5%,0%,-2%,8%,-35%,-18%
EPAC2 ag,3%,1%,.,2%,-4%,1%,8%,-9%,10%,6%
A549 viability,-7%,12%,3%,-10%,2%,4%,-4%,-7%,8%,-1%
TGFb inhibitor,13%,1%,2%,9%,-3%,-2%,?,-8%,9%,-13%
IL2 activator,-0.3,0.7,.,1.2,-1.8,2.0,-0.3,0.9,-0.2,0.0
ATXN2 expr inh,-4%,2%,0%,2%,5%,39%,-7%,-10%,-4%,.
S2 tox,i,i,i,i,i,i,?,i,i,?
Nrf2 activator,-0.3%,-1.3%,-0.3%,7.6%,0.4%,4.1%,6.1%,-0.2%,-0.3%,-0.3%

[21] COc1ccc(/C=C2/C(=O)N(c3ccccc3)N=C2C)cc1
[22] CCOC(=O)NC(c1ccccc1)C1CCCCC1=O (stereo not drawn)
[23] COc1ccc(CC(=O)N/N=C/C=C/c2cccc([N+](=O)[O-])c2)cc1OC
[24] O=c1c2c3c(sc2nc2sc(CN4CCOCC4)cn12)CCCC3
[25] Cc1ccc(-c2nc(CNC(=O)Nc3ccccc3)c(C)o2)cc1
[26] CCOc1ccc(CCNC(=O)C(CC(C)C)N2Cc3ccccc3C2=O)cc1OCC (stereo not drawn)
[27] CCOC(=O)C(C)n1cnc2c(nnn2-c2ccc(F)cc2)c1=O (stereo not drawn)
[28] CCC(=O)Nc1ccc(CC)cc1-c1nc2ccccc2n(CC(=O)Nc2ccccc2C)c1=O
[29] COc1ccc(N=Cc2ccccc2O)cc1
[30] COc1ccc2[nH]cc(C(O)CN3CCC(C(N)=O)CC3)c2c1 (stereo not drawn)
Assay by compound,21,22,23,24,25,26,27,28,29,30
Nrf2 block,21%,-11%,-16%,?,.,?,14%,6%,-4%,1%
HepG2 tox,5%,2%,-8%,-11%,-13%,-2%,-8%,0%,-9%,-16%
EPAC2 ag,7%,5%,7%,7%,.,.,8%,.,9%,0%
A549 viability,1%,-6%,-1%,1%,0%,-8%,-2%,10%,1%,-2%
TGFb inhibitor,-22%,-4%,-2%,13%,-35%,-11%,4%,61%[activator],-6%,14%
IL2 activator,1.6,-1.0,-0.7,0.6,.,.,-2.4,.,0.8,-2.9
ATXN2 expr inh,-11%,-10%,3%,23%,-16%,.,18%,.,26%,2%
S2 tox,i,i,i,i,i,.,i,.,i,i
Nrf2 activator,0.3%,0.3%,3.5%,-0.4%,3.5%,-0.9%,-0.3%,-0.7%,4.1%,0.4%

Another view of part of the listing above:
(16) O=C(Nc1ccc2c(c1)OCO2)N1CCCc2ccccc21
  Nrf2 block = 1%	HepG2 tox = 0%	EPAC2 ag = 1%	A549 viability = 4%	TGFb inhibitor = -2%	IL2 activator = 2.0	ATXN2 expr inh = 39%	S2 tox = i	Nrf2 activator = 4.1%

(14) Cc1ccc(-c2csc3nnc(SCC(=O)NCc4ccco4)n23)cc1
  Nrf2 block = -21%	HepG2 tox = -16%	EPAC2 ag = 2%	A549 viability = -10%	TGFb inhibitor = 9%	IL2 activator = 1.2	ATXN2 expr inh = 2%	S2 tox = i	Nrf2 activator = 7.6%

(4) CCN(CC)c1ccc(S(=O)(=O)N2CCOCC2)cc1NS(C)(=O)=O
  Nrf2 block = -6%	HepG2 tox = 5%	EPAC2 ag = 4%	A549 viability = 0%	TGFb inhibitor = 0%	IL2 activator = 1.0	ATXN2 expr inh = -7%	S2 tox = ?	Nrf2 activator = 0.3%

(10) CCCC1=Nc2cc(C(=O)N3CCC(C(=O)OCC)CC3)ccc2Sc2ccccc21
  Nrf2 block = 3%&-12%	HepG2 tox = -9%&-22%	EPAC2 ag = 4%	A549 viability = 0%&-4%	TGFb inhibitor = 13µM*!	IL2 activator = -4.2	ATXN2 expr inh = 0%&-21%	S2 tox = i	Nrf2 activator = 1.6%&0.5%

Continuation:
[31] CCc1nnc(NC(=O)CSc2nnc(Cc3cc(=O)[nH]c(=O)[nH]3)n2-c2cccc(OC)c2)s1
[32] C/C(=N\NC(=O)c1cccc(Cl)c1)c1cccc(NC(=O)c2ccco2)c1
[33] CCOC(=O)c1oc2c(CN3CCN(C)CC3)c(O)ccc2c(=O)c1-c1ccccc1OC
[34] CC1(C)CC(=O)C2=C(C1)OC(N)=C(C#N)C2c1cn(-c2ccccc2)nc1-c1ccccc1 (stereo not drawn)
[35] CCOc1ccc(C(=O)NC(=S)NCCCN2CCOCC2)cc1
[36] COc1ccc(C=NN=C2c3ccccc3-c3ccccc32)cc1OC
[37] Cc1cccc(NC(=O)C2C3C=CC(O3)C2C(=O)O)c1C (stereo not drawn)
[38] CCN(CC)c1nc(C)nc2c1cnn2CCc1ccccc1
[39] Nc1cccc(C2=Nc3cccc4cccc(c34)N2)c1
[40] CCC(=O)OCCCNc1nc(-c2ccc(Cl)cc2)nc2ccccc12
[41] C/C(=N\NC(=O)CCC(=O)Nc1ccc(C)c(C)c1)c1cccs1
[42] Cc1nn(C(=O)c2ccccc2)c(C)c1S(=O)(=O)N1CCOCC1
Assay by compound,31,32,33,34,35,36,37,38,39,40,41,42
Nrf2 block,4%,-27%,6%,6%,-27%,-13%,17%,?,-10%,-23%,4%,.
HepG2 tox,12%,-1%,10%,-35%,2%,-33%,1%,-33%,14%,-31%,-2%,-4%
EPAC2 ag,-2%,16%,4%,14%,3%,8%,-2%,6%,3%,.,-1%,.
A549 viability,-3%,5%,-1%,0%,5%,-1%,7%,?,-16%,-1%,0%,-1%
TGFb inhibitor,1%,6%,3%,?,1%,0%,1%,-7%,0%,?,4%,0%
IL2 activator,-2.0,0.6,0.8,-0.4,-2.7,-3.0,2.4,0.1,-1.3,.,0.5,.
ATXN2 expr inh,-16%[11.3 µM],-2%,4%,26%,3%,-8%,-11%[11.3 µM],87%[activator],-7%,-16%,-3%,-2%
S2 tox,i,i,i,i,i,i,i,i,i,i,i,i
Nrf2 activator,0.2%,5.2%,-0.8%,13%,0.1%,5.5%,1.6%,0.7%,4.4%,7.1%,-0.5%,0.3%

Screening data as filed in PubChem BioAssay.
